# Screening results (PubChem BioAssay)
# RGS4-Gao reg: human RGS4-Galphao interaction regulation; P09471; Multiplexed bead flow cytometry, RGS4-Galphao binding; actives lie on both sides; binding response (% of control), % at 10 µM; 220,000 compounds, 0.33% hits; AID 1415; in the data active = binding response below about 49% or above about 150%; inactive = in between;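 note: fluorescent Galphao activated with aluminum fluoride binding bead-coupled RGS4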
# Target sequence (P09471 whole entry, looked up): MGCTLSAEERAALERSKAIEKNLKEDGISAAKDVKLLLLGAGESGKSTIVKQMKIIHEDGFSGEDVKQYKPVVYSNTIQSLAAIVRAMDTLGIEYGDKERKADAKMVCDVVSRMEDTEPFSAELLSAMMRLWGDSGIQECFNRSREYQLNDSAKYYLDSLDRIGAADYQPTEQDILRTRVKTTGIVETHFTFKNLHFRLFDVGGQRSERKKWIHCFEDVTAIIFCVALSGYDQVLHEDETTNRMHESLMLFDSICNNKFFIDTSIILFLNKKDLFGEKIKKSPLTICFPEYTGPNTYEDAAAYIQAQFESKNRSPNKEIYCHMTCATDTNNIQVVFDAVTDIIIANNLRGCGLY
# Bcl-W Bim block: human Bim-Bcl-W interaction inhibition | bead-based flow cytometry, Bim peptide-Bcl-W binding | inhibition, % at 10 µM | 190,000 compounds, 0.02% hits | Q92843;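 note: 0% = bound tracer without compound and 100% = peptide blocker; higher means less fluorescent Bim peptide bound to Bcl-W beads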
# Bim-Bfl-1: disrupts Bim binding to human Bfl-1 | AID 1008 | Bead-based flow cytometry, Bim-Bfl-1 binding inhibition | 190,000 compounds, 0.12% hits | inhibition, % at 10 µM;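 note: 0% = wells without compound plus tracer and 100% = blocker peptide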
# Mcl1 Bid PPI: Mcl-1/Bid interaction inhibition | Q07820 | TR-FRET Mcl-1/Bid-Dy647 peptide binding, 1536-well | inhibition, % at 21.7 µM | 220,000 compounds, 0.97% hits | AID 1021;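 active = compounds that cut the binding signal by more than half at the single screening dose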;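 note: His-tagged Mcl-1 with europium anti-His antibody binding Bid BH3 peptide; 0% = Mcl-1 plus peptide wells and 100% = peptide-only wells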
# Target sequence (Q07820 whole entry, looked up): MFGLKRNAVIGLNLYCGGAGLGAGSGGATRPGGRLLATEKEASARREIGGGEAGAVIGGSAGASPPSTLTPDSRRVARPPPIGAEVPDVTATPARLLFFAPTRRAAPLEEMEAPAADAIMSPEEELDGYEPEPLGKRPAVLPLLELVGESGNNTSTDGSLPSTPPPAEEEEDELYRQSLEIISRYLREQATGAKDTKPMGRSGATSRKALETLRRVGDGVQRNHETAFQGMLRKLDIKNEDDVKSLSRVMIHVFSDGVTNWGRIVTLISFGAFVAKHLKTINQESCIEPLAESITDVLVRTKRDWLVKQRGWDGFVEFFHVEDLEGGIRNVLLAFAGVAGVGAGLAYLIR
# Mcl-1 Bim block: inhibitors of Bim-Mcl-1 interaction, human | Q07820 | Bead-based flow cytometry, Bim peptide-Mcl-1 binding | AID 1009 | 190,000 compounds, 0.1% hits | inhibition, % at 10 µM;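 note: 0% = no compound tracer wells and 100% = peptide blocker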
# Mcl1 Noxa PPI: disrupts binding of human Mcl-1 to Noxa peptide. Q07820. TR-FRET Mcl-1/Noxa peptide binding, 2 h. inhibition, % at 21.7 µM. 220,000 compounds, 1.5% hits. AID 1022;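 active = compounds that cut the protein-peptide binding signal by more than 50% relative to plate controls in a single-dose test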;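 note: His-tagged Mcl-1 with rhodamine Noxa BH3 peptide and terbium anti-His antibody; 0% = Mcl-1 plus Noxa peptide wells and 100% = peptide-only wells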
# RGS8-Gao: human RGS8-Galphao interaction regulation. P09471. multiplexed bead flow cytometry, RGS8-Galphao binding; actives lie on both sides. response (percent of control binding), % at 10 µM. 220,000 compounds, 0.34% hits. AID 1423; in the data active = response below about 60% or above about 140%; inactive = in between;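 note: Galphao activated as the GDP aluminium fluoride complex binding bead-coupled RGS8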
# Bcl-2 Bim block: human Bim-Bcl-2 interaction inhibition. P10415. Bead-based flow cytometry, Bim peptide-Bcl-2 binding. inhibition, % at 10 µM. 190,000 compounds, 0.06% hits. AID 950; in the data active = inhibition above about 40%; inconclusive = no clear call, values can overlap the other calls;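 note: 0% = no compound wells with probe peptide and 100% = reference peptide inhibitor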
# Target sequence (P10415 whole entry, looked up): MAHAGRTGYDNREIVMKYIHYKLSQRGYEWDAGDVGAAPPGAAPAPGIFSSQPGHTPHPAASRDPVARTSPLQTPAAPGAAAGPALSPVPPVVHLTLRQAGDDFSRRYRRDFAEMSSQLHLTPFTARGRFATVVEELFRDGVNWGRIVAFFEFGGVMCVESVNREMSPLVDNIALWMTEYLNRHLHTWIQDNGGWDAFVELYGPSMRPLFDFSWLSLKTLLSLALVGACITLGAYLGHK
# Bim-Bcl-XL: disrupts Bim peptide binding to human Bcl-XL; Q07817; bead flow cytometry, fluorescence; inhibition, % at 10 µM; 190,000 compounds, 0.04% hits
# Bcl-B Bim block: disrupts Bim peptide binding to human Bcl-B; bead-based flow cytometry; 190,000 compounds, 0.073% hits; inhibition, % at 10 µM; Q9HD36; AID 951;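 note: 0% = tracer peptide without compound and 100% = reference inhibitor peptide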
# RGS7-Gao: modulates binding of RGS7 to human Galphao; Multiplexed bead flow cytometry; actives lie on both sides; binding response (% of control), % at 10 µM; 220,000 compounds, 0.35% hits; AID 1439; in the data active = binding response below about 49% or above about 150%; inconclusive = no clear call, values can overlap the other calls; inactive = in between;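 note: fluorescent Galphao held in activated GDP-AlF4 state binding bead-coupled RGS7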
# Starred values were filed as active, the others as inactive; u = inconclusive; x = no result given. Cut-off read from the data, not from the text of the source, unless noted: active = inhibition above about 40%.
# Preview:
SMILES,RGS4-Gao reg,Bcl-W Bim block,Bim-Bfl-1,Mcl1 Bid PPI,Mcl-1 Bim block,Mcl1 Noxa PPI,RGS8-Gao,Bcl-2 Bim block,Bim-Bcl-XL,Bcl-B Bim block,RGS7-Gao
O=C(OCc1cc(=O)n2cc(Br)ccc2n1)C1COc2ccccc2O1 (configuration not stated),96,-9,-22,-31,-7,2,100,-9,-11,-17,98
CCC(CC)c1nnc(NC(=O)C2COc3ccccc3O2)s1 (configuration not stated),99,-4,0,-2,-4,5,100,-1,-2,-1,97
CCOc1cccc(C(=O)Nc2ccc(N3CCN(S(C)(=O)=O)CC3)cc2)c1,108,-1,-8,-44,-1,6,105,-6,3,-6,104
OC(COCc1ccco1)CN1CCN(c2ccccc2)CC1 (configuration not stated),99,-1,0,35,-4,22,101,-5,-5,-4,100
Cc1cc([N+](=O)[O-])cnc1N1CCOCC1,93,-1,1,7,-4,17,68,0,-2,-2,93

# Main list, from the first entry:
SMILES,RGS4-Gao reg,Bcl-W Bim block,Bim-Bfl-1,Mcl1 Bid PPI,Mcl-1 Bim block,Mcl1 Noxa PPI,RGS8-Gao,Bcl-2 Bim block,Bim-Bcl-XL,Bcl-B Bim block,RGS7-Gao
O=C(OCc1cc(=O)n2cc(Br)ccc2n1)C1COc2ccccc2O1 (configuration not stated),96,-9,-22,-31,-7,2,100,-9,-11,-17,98
CCC(CC)c1nnc(NC(=O)C2COc3ccccc3O2)s1 (configuration not stated),99,-4,0,-2,-4,5,100,-1,-2,-1,97
CCOc1cccc(C(=O)Nc2ccc(N3CCN(S(C)(=O)=O)CC3)cc2)c1,108,-1,-8,-44,-1,6,105,-6,3,-6,104
OC(COCc1ccco1)CN1CCN(c2ccccc2)CC1 (configuration not stated),99,-1,0,35,-4,22,101,-5,-5,-4,100
Cc1cc([N+](=O)[O-])cnc1N1CCOCC1,93,-1,1,7,-4,17,68,0,-2,-2,93
O=C(Cc1c(O)c2ccccc2[nH]c1=O)NCc1ccccc1F,99,0,0,-14,1,8,99,-2,0,2,99
Cc1ccc(C)c(N(CC(=O)NN=C2CCCCCCC2)S(C)(=O)=O)c1,99,0,-15,0,-4,22,100,-10,-14,-8,95
Cc1ccc(C)n1-c1ccc(-c2ccnc(N)n2)cc1,97,2,0,-62,3,29,99,1,0,2,u
O=C(NC1CCCCC1)C(c1ccco1)N(Cc1ccco1)C(=O)c1ccco1 (configuration not stated),98,1,-2,-39,-2,6,96,-2,0,-1,100
COc1ccc(-n2c(=O)c3c4c(sc3n(CC(=O)NC3CCCC3)c2=O)CCCC4)c(OC)c1,98,-4,1,-17,-5,17,101,-1,-5,-3,u
COc1ccc(C(C(=O)NC2CCCCC2)N(C(=O)CCCC(=O)Nc2ccccn2)c2ccc3c(c2)OCCO3)cc1 (configuration not stated),110,-3,0,-3,-1,-3,106,3,0,0,111
COC(=O)c1ccc(COC(=O)c2ccccn2)cc1,95,2,-11,-5,1,1,100,-8,0,-5,102
O=C(Nc1ccc(Cl)c(Cl)c1)Nc1nnc(CSc2ccccc2)s1,90,-1,0,5,0,13,93,-1,0,-1,89
CCOC(=O)C(CCCCC(NC(C)=O)(C(=O)OCC)C(=O)OCC)(NC(C)=O)C(=O)OCC,109,x,x,-5,x,18,104,x,x,x,u
Cc1cc(C)c2c(C)nn(C3CCCCC3)c2n1,98,2,-6,-1,1,30,102,1,0,0,100
O=C(Cc1cccc2ccccc12)N/N=C/C=C/c1cccc([N+](=O)[O-])c1,101,-4,-4,0,-7,13,102,-4,-8,-9,99
CC1(C)CC(N2CCN(C(c3ccccc3)c3ccccc3)CC2)=CC(=[N+]2CCCCC2)C1,102,x,x,19,x,10,102,x,x,x,u
COC(=O)c1scc(C)c1NC(=O)C(Cl)c1ccccc1 (configuration not stated),104,1,-6,-12,-2,6,100,-2,0,0,u
COc1ccccc1/C=N/NC(=O)C(NC(=O)c1ccccc1)=C(C)C,96,-3,-7,-6,-2,10,100,-2,4,-9,100
Cc1cc(/C=C2\Cc3ccccc3C2=O)c(C)n1-c1ccccc1,90,-1,3,-60,0,6,86,1,-2,-5,96
Cc1ccc(C(C)NC(=O)c2ccco2)cc1 (configuration not stated),102,-5,0,-2,-4,6,104,3,-4,-7,101
C=CCNC(=S)NCC1COc2ccccc2O1 (configuration not stated),102,-2,-7,-44,-5,-5,97,-1,-6,-9,103
O=c1cc(NCc2ccco2)c2ccccc2o1,103,0,-16,-19,-2,x,101,-11,-2,-9,102
Cc1c(C(N)=O)sc2ncn(CCOc3ccccc3)c(=O)c12,107,-1,-8,-7,-1,4,108,-4,-3,-4,107
CCOC(=O)Cn1c(=O)oc2cc(S(=O)(=O)NCCCc3ccccc3)ccc21,99,-3,-8,21,-2,31,99,-9,-6,-4,97
COc1ccc(CC(=O)Nc2ccccc2N2CCCCC2)cc1OC,98,x,x,-14,x,17,101,x,x,x,u
O=C(CCn1cnc(-c2ccccc2)c1-c1ccccc1)N/N=C/c1ccccc1O,102,10,11,-77,-1,-59,112,4,-4,4,102
O=C(CSc1nccn1-c1ccc(F)cc1)NCc1ccc2c(c1)OCO2,99,1,-7,-20,2,-5,101,-1,-2,-3,98
Cc1ccc(C)c(-n2c3nc(=O)n(C)c(=O)c-3cc3ccccc32)c1,98,x,x,24,x,-13,98,x,x,x,u
CCOC(=O)C(=O)NNc1ccc(C)cc1,98,-1,-3,-27,0,-2,100,-4,-3,-5,100
O=Cc1sc(N2CCOCC2)nc1-c1ccccc1,100,0,-4,-19,1,23,100,-3,-2,-1,101
CCCCCOC(=O)c1c(N)n(CCOC)c2nc3ccccc3nc12,122,-1,0,0,-2,9,116,-3,0,0,118
c1ccc(-c2nnc(SCC3CCCO3)nc2-c2ccccc2)cc1 (configuration not stated),96,x,x,-12,x,12,102,x,x,x,u
COc1ccc2occ(C(=O)c3coc4ccc(O)c(CN(C)C)c34)c2c1,101,-2,3,-11,-4,22,101,-3,0,-6,101
CCOc1cc(C(=O)Nc2cc(=O)n(C)c(=O)n2C)cc(OCC)c1OCC,101,-1,-9,-16,0,4,100,-9,-2,-5,102
CCOC(=O)c1sc(=S)n(-c2cccc(OC)c2)c1N,101,-2,-1,-8,-5,-3,88,-13,-6,-26,124
CCOC(=O)c1[nH]c(C)c(C(=O)N(C)C)c1C,103,-1,-13,14,4,-2,102,-1,-5,-1,99
O=CN1CCN(C(=O)Cc2ccc([N+](=O)[O-])cc2)CC1,96,-3,-1,-22,-4,14,98,-1,-3,-6,96
CC(=O)Cc1nsc(Nc2ccccc2)n1,97,-2,-1,-12,-2,17,94,-1,0,-3,98
Cc1nnc(SCC(=O)Nc2cccc(C(F)(F)F)c2)n1Cc1ccco1,97,0,-18,-5,0,4,98,-14,-2,-2,98
Cc1ccc(CNC(=O)Cc2csc(Nc3nc(=S)[nH]c4ccccc34)n2)cc1,96,-5,-5,-22,-1,-36,102,-2,-6,-2,95
CCOC(=O)C(NC(=O)c1ccc(OC)cc1)(Nc1cc(C)on1)C(F)(F)F (configuration not stated),96,1,2,-16,1,5,96,4,7,-1,95
Cc1cc(C)n(-c2cc(N3CCN(S(=O)(=O)c4ccc(Br)cc4)CC3)ccc2[N+](=O)[O-])n1,102,-1,-7,-14,0,5,100,-5,-6,-6,98
COc1c(C(=O)Nc2ccc3[nH]c(=O)[nH]c3c2)cc2ccccc2c1Br,99,0,0,-12,3,18,103,1,0,-1,96
O=C(Nc1ccncc1)c1ccc2c(c1)C(=O)N(C1CCCCC1)C2=O,102,-2,-2,-4,-1,8,101,-3,1,0,103
COc1ccc(-c2ccc(OC)cc2C(=O)O)cc1,94,0,-13,-3,-1,9,98,-7,-1,-7,94
CCOc1cc(C=C2C(=O)c3ccccc3C2=O)ccc1OCC(=O)Nc1ccc(C)cc1,94,4,-1,86*,-2,43,97,-1,-5,-6,87
CCOC(=O)N1CCN(S(=O)(=O)c2ccc(F)c(C(=O)Nc3cc(C)cc(C)c3)c2)CC1,99,0,-5,-20,-1,13,102,-7,-1,-10,100
CC1=C(C)CC2C(=O)N(c3cccc4ccccc34)C(=O)C2C1 (configuration not stated),98,-1,-14,-2,1,54*,97,-3,-3,-2,95
CCOc1ccc(Br)cc1S(=O)(=O)Nc1ccccc1N1CCOCC1,100,2,-8,12,-7,23,99,-8,-1,-9,100
CCCC(C)NNC(=O)c1cc2ccccc2[nH]1 (configuration not stated),90,0,-11,-18,2,3,96,-1,0,-2,97
CS(=O)(=O)N(CC(=O)Nc1c(F)cccc1F)c1cccc([N+](=O)[O-])c1,100,-2,-10,-29,-6,x,100,-10,-4,-17,98
O=C1NC(c2ccccc2Br)=N/C1=C\c1ccco1,100,x,x,-52,x,-1,100,x,x,x,u
CC(C)(C)n1nnnc1C(c1cccc(C#N)c1)N1CCCc2ccccc21 (configuration not stated),99,-2,-2,-42,-3,9,102,-1,-1,0,101
COCc1cc(=O)n2c(-c3ccccc3OC)n[nH]c2n1,98,-3,-1,4,-4,-5,94,-1,-1,-1,98
Cc1ccc(C)c(N2C(=N)S/C(=C\c3ccc(-c4ccccc4C(=O)O)o3)C2=O)c1,99,0,1,-27,2,9,97,1,0,-2,u
CC1CC(=O)N(c2ccc(N(C)Cc3ccccc3)c([N+](=O)[O-])c2)C1=O (configuration not stated),99,-2,-6,-21,0,9,104,-4,1,-3,93
Cc1cc(C)c(S(=O)(=O)N(C)CC(=O)NCc2ccccn2)c(C)c1,104,4,-1,-22,3,-14,99,0,3,0,102
O=C(NCc1ccncc1)c1cncc(Br)c1,100,-2,-3,-28,0,4,101,-5,-1,0,99
CCOc1ccc2noc3c2c1C(=O)c1ccccc1-3,96,3,3,-6,0,43,97,0,3,2,102

# (listing goes on)
SMILES,RGS4-Gao reg,Bcl-W Bim block,Bim-Bfl-1,Mcl1 Bid PPI,Mcl-1 Bim block,Mcl1 Noxa PPI,RGS8-Gao,Bcl-2 Bim block,Bim-Bcl-XL,Bcl-B Bim block,RGS7-Gao
COc1ccccc1C/C(N)=N/OC(=O)c1cccc([N+](=O)[O-])c1,106,5,1,15,-1,14,107,5,3,1,110
Cc1ccc(OCC(O)CN2C(=O)NC(C)(C)C2=O)cc1C (configuration not stated),98,0,-13,-11,0,-8,99,-5,-3,-7,97
C/C(N)=C(/C#N)C(=O)COC(=O)CSc1ccc2ccccc2c1,98,0,-16,-5,-4,16,100,-19,1,-14,100
Cc1ccccc1S(=O)(=O)/N=C(/Nc1c(C)n(C)n(-c2ccccc2)c1=O)c1ccccc1,103,-3,-8,-17,-4,10,103,-4,-4,-5,100
C/C(=N\N=C(N)N)c1ccc(Cl)c(Cl)c1,97,0,-5,-1,0,37,95,-3,-2,0,95
Cc1ccc(-n2cc(CN3CCC(CO)(Cc4cccc(C(F)(F)F)c4)CC3)cn2)cc1,104,-2,-8,2,-1,7,103,-4,-4,-9,101
CCC(=O)N(CC(=O)Nc1sc(C)c(C)c1C(N)=O)C1CCCC1,96,-2,-4,-42,-1,7,99,-1,-3,-5,89

# Random draw from the library (roughly 2.7% active in at least one column).
